Source: PubChem (National Center for Advancing Translational Sciences (NCATS))
12-hLO inh – blocks human 12-lipoxygenase activity | Potency, µM (doses to about 57.1 µM), without a hit: at the top dose activity change, negative = inhibition, most hits filed as inhibitors | P18054 | purified 12-hLO, xylenol orange hydroperoxide absorbance | 0.12% of 150,000 active; note: potency is the fitted concentration of half-maximal effect; nearly all actives have a fitted effect of over 55% in size; many of its hits are not listed in these tables
Target sequence (P18054 whole entry, looked up): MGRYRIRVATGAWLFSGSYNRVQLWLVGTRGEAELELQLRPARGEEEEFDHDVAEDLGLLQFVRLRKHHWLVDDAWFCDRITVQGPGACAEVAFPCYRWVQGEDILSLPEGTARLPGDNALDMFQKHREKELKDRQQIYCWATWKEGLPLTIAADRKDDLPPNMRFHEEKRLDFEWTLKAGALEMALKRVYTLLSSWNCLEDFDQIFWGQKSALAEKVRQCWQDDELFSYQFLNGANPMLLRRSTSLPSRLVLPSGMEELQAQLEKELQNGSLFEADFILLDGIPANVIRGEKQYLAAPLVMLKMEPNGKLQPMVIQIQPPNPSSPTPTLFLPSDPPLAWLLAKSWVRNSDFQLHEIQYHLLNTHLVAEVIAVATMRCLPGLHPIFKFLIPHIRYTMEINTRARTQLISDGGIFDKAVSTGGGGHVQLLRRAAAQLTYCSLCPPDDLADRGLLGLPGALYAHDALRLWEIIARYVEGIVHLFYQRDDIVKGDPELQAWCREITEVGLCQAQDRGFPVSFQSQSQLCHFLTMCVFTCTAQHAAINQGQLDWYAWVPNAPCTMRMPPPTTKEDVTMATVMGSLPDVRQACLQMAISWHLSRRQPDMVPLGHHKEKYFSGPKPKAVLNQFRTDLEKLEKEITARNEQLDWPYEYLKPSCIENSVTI
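150 nM 12hLO, 25 mM Hepes pH 7.0 + 0.01% Triton X-100; cpd preinc 15 min RT; 40 uM arachidonic acid, 30 min RT; Fe-XO 30 min; A573/A405 ratio as read-out.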
IMPase cell inh – IMPase inhibition in cells; AID 901; 120,000 tested, under 10 active; CHO-M1 cells, IP1 accumulation, HTRF TR-FRET ratio; P97697; inhibition (IP1 accumulation), % at 46.1 µM; active = well fitted curve in the direction sought with a large enough effect in the signal ratio, not every such curve was filed as active; inconclusive = small, poorly fitted or top-dose-only effect, or a change in a side signal; inactive = no such curve, though single readings can be large or run the other way; the % refers to the signal ratio;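 note: cells stimulated with carbachol in lithium chloride buffer; plate controls were DMSO basal wells for no effect and reference inhibitor wells for full effect; higher means more IMPase inhibition seen as more IP1 and lower FRET ratio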
Target sequence (P97697 whole entry, looked up): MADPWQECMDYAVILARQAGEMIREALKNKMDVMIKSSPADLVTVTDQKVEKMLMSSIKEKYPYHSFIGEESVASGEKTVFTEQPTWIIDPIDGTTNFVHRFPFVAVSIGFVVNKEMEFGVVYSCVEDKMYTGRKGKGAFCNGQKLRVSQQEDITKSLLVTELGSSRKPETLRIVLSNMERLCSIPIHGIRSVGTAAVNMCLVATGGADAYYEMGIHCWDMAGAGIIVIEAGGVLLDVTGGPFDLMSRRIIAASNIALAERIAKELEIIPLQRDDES
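Cellular IMPase inhibition is scored as a rise in cytosolic IP1, detected by competitive TR-FRET between d2-labelled IP1 and a europium anti-IP1 antibody. M1-expressing CHO cells were stimulated with carbachol for 30 min at 37C, with lithium (50 mM LiCl) present in the buffer.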
15-hLO-2 inh – 15-hLO-2 (ALOX15B) enzyme inhibition; O15296; purified 15hLO-2, xylenol orange hydroperoxide absorbance; Potency, µM (highest dose often 57.1 µM), without a hit: at the top dose activity change, negative = inhibition, hits mostly inhibitors; 0.56% of 110,000 active; AID 881; note: potency is the fitted concentration of half-maximal effect; nearly all actives have a fitted effect of over 60% in size; many of its hits are not listed in these tables
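Enzyme 50 nM, AA 45 uM, 25 mM Hepes pH 7.5 + 0.01% Triton X-100; cpd preinc 15 min RT, rxn 90 min RT; stop/detect with 200 uM XO + 300 uM Fe(II) in 50 mM H2SO4, 30 min; A573/A405.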
PNC inhibitor – perinucleolar compartment assembly inhibition; activity change (PNC), negative = inhibition, % at 10 µM; 3.1% of 140,000 active; PC3M PTB-GFP, PNC prevalence imaging, 16 h; active compounds read low; AID 2417;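 active = readout at or below -70, meaning at least 70% loss of cells showing the perinucleolar compartment, a nuclear body marking cancer cells; inconclusive = readout between -30 and a set limit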;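 note: plate controls were DMSO wells for no effect and camptothecin positive control wells for full effect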
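PC3M cells stably expressing PTB-GFP, 750–1000 cells/well, treated 16 h at 37 °C with compound (23 nl of library stock), in duplicate. After paraformaldehyde fixation and Hoechst stain, imaged at 20x; PNC prevalence scored by image analysis.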
* hit, by the source's call; u = inconclusive; x = not tested or not shown; [ ] = dose if it differs, or a comment. Unless noted, calls come from the whole dose curve; as a rule, active = well fitted curve in the direction sought with a large enough effect; inconclusive = small, poorly fitted or top-dose-only effect, or another doubt; inactive = no such curve, though single readings can be large; an effect the other way counts as inactive or inconclusive. Unless noted, % is set by controls: 0 for no effect and ±100 for the full control effect.

PNC inhibitor,15-hLO-2 inh,12-hLO inh,IMPase cell inh,compound
-23,-3%,-5%,7,CCCCNC(=O)CCn1c(=O)c2ccccc2n(CC(=O)N2CC(C)CC(C)C2)c1=O (stereo not given)
22,x,1%,x,CSc1cnc2c(N)nc(N(C)C)nc2n1
-3,4%,1%,7,COc1cc2[nH]c3c(=O)n(CCN4CCCCC4)cnc3c2cc1OC
u,-16%[11.4 µM],-25%,4[1.84 µM],COC(=O)c1ccc2c(c1)C(C)(C)C(/C=C/c1ccc(O)cc1)=[N+]2C
u,x,2%,-8,Cc1ccccc1-n1c(Cn2c(=O)sc3ccccc32)nnc1SC(C)C
-6,1%,6%,-2,Cc1cc(S(=O)(=O)NC(C)C)ccc1OCC(=O)N1CCOCC1
25,1%,2%,6,CC(C)OC(=O)CSc1nnc(SCc2cccc3ccccc23)s1
u,x,-1%,-4,CCOC(=O)Nc1sc(C)c(C)c1C(N)=O
45,-13%,-24%,-3,COc1cc2c(cc1OC)-c1cc(NCc3ccccn3)nc(=O)n1CC2
36,4%,0%,u,CC(C)(C)n1nnnc1C(c1ccc(C#N)cc1)N1CCCC2(CCCCC2)C1 (stereo not given)
-3,x,8%,5,CN(Cc1ccccc1)S(=O)(=O)c1ccc(OCC(=O)Nc2cccc([N+](=O)[O-])c2)cc1
-10,x,-5%,x,O=C(NC1CCCC1)C(c1ccccc1F)N(C(=O)Cc1cccs1)c1ccc2c(c1)OCCO2 (stereo not given)

Other records follow.
PNC inhibitor,15-hLO-2 inh,12-hLO inh,IMPase cell inh,compound
-23,7%,-11%,7,Cc1cc(C)c2c(c1)/C(=N/NS(=O)(=O)c1ccccc1)CCC2
29,-10%,-22%,12,CCc1ccc(C2=Nn3c(nnc3-c3cccs3)SC2)cc1
12,-1%,-9%,-1,CCCCCn1c(N2CCOCC2)nc2c1c(=O)n(CC(N)=O)c(=O)n2C
12,-12%,0%,1,Cc1cc(C)n2nc(-c3ccsc3-n3c(C)ccc3C)cc2n1
22,x,u,x,CC(C)CCNC(=S)Nc1ccc(Br)cc1
-25,-2%,8%,-2,CC(=O)SC(C)CC(=O)NCc1ccccc1 (stereo not given)
u,-20%,-2%,0,CCN(CCO)c1nc(SC)nc2c1sc1nc(-c3ccco3)c3c(c12)CCC3
-24,-7%,-2%,6,COc1ccccc1NC(=O)Cn1nnc(-c2ccccc2NC(=O)c2cc3ccccc3oc2=O)n1
51,-12%,0%,-12,CC(C)(C)c1ccc(OCC(=O)Nc2ccc(-c3nc4cccnc4o3)cc2)cc1
-22,-19%,1%,9,C/C(Cl)=C\Cn1c(NCCc2ccccc2)nc2c1c(=O)n(C)c(=O)n2C
-124*,x,1%,x,c1ccc2sc(Nc3nc4cc5c(cc4s3)OCO5)nc2c1
-7,x,-3%,-8,Cc1ccc(S(=O)(=O)N2CCOCC2)cc1NC(=O)COC(=O)Cc1ccsc1

Other records:
PNC inhibitor,15-hLO-2 inh,12-hLO inh,IMPase cell inh,compound
11,-1%,0%,-2,CC1(C)CC(=O)c2cc(C(=O)NC3CCSC3=O)c(=O)n(-c3ccccc3)c2C1 (stereo not given)
48,-13%,-1%,-4,COc1ccc(-n2c(N)c(C(=O)NCC3CCCO3)sc2=S)cc1 (stereo not given)
-21,0%,-2%,-9,COc1ccc(C2C(C(=O)O)c3ccccc3C(=O)N2C)cc1Br (stereo not given)
-26,x,3%,-2,O=C(/C=C/c1ccccc1)C1C(=O)c2ccccc2C1=O
23,12%,-3%,6,Cc1cc(C)n(-c2ccc(C(=O)NCc3cccs3)cc2)n1
u,-2%,-5%,0,O=C(CSc1ncccn1)N/N=C/c1cccs1
u,8%,-19%,-1,CCOc1ccc(C2c3c(oc4cc(C)c(C)cc4c3=O)C(=O)N2CCCN(C)C)cc1OC (stereo not given)
-3,-4%,3%,-3,O=C(Nc1cc(C(F)(F)F)ccc1N1CCOCC1)c1ccccc1
u,x,-12%,x,CCOC(=O)C1=C(O)c2ccccc2C(=O)/C1=C\c1ccc(C)cc1
9,-3%,-5%,1,CCOc1ccccc1/C=N/NC(=O)c1ccc(Cn2cc([N+](=O)[O-])cn2)o1
u,5%[2.29 µM],2%,-7,Cc1ccc(S(=O)(=O)c2nc(-c3ccccc3)oc2NCCN2CCOCC2)cc1
31,5%,0%,-14,CCNS(=O)(=O)c1cc(OC)ccc1OC

Later entries:
PNC inhibitor,15-hLO-2 inh,12-hLO inh,IMPase cell inh,compound
45,x,1%,x,O=C(c1ccc(S(=O)(=O)c2ccccc2)cc1)N1CCCCCC1
100,-29%,3%,2,COCCN(C(=O)CN1CCCc2ccccc21)c1c(N)n(Cc2ccccc2)c(=O)[nH]c1=O
u,x,-1%,x,COCCNCCCCOc1ccccc1-c1ccccc1
59,x,0%,4,CC1=CC(C)(C)N(C(=O)CSc2nnc(N)s2)c2cc(C)c(C)cc21
u,x,2%,4,COc1ccccc1N=CC1=C(O)CC(c2ccccc2)CC1=O (stereo not given)
-3,x,13%,x,COc1cc(C=Nc2c(C)cc(C)cc2C)ccc1OC(C)=O
25,0%,-3%,-4,O=S(=O)(c1ccc2nc(Cc3ccccc3)[nH]c2c1)N1CCOCC1
0,-3%,-3%,1,Cc1cc(C)n(-c2ncc(-c3ccccc3)nn2)n1
u,9%,-2%,u,CC(=O)c1sc(Nc2ccccn2)nc1C
x,u,-10%,x,O=C1CC(c2ccc(O)c(O)c2)Oc2cc(O)cc(O)c21 (stereo not given)
u,x,0%,x,COc1ccc(CNC(=O)CSCc2ccccc2Cl)cc1
u,-1%,-5%,u,CC1CCc2c(sc3nn[nH]c(=O)c23)C1 (stereo not given)

A run of entries of the results above, for reference:
PNC inhibitor,15-hLO-2 inh,12-hLO inh,IMPase cell inh,compound
0,-3%,-3%,1,Cc1cc(C)n(-c2ncc(-c3ccccc3)nn2)n1
u,9%,-2%,u,CC(=O)c1sc(Nc2ccccn2)nc1C
x,u,-10%,x,O=C1CC(c2ccc(O)c(O)c2)Oc2cc(O)cc(O)c21 (stereo not given)
u,x,0%,x,COc1ccc(CNC(=O)CSCc2ccccc2Cl)cc1
u,-1%,-5%,u,CC1CCc2c(sc3nn[nH]c(=O)c23)C1 (stereo not given)

Going on with the list:
PNC inhibitor,15-hLO-2 inh,12-hLO inh,IMPase cell inh,compound
53,26%,12%,2,CN1CCN(CCN2CCn3c2nc2ccccc23)CC1
37,-2%,1%,3,CN(CCc1ccccn1)S(=O)(=O)c1ccccc1F
-109*,x,-4%,x,C=CCOc1c(Br)cc(/C=N/O)cc1OCC
u,5%,-6%,4,COc1ccccc1-c1cc(C2CC2)nc(N)c1C#N
44,3%,-4%,6,COC(=O)c1nc2n(n1)C(c1cccc(Cl)c1)C1=C(CC(C)(C)CC1=O)N2 (stereo not given)
-25,x,-6%,x,COc1ccc2cc(C3CC(c4cccs4)=NN3S(C)(=O)=O)c(Cl)nc2c1 (stereo not given)
-28,-4%,-6%,-9,CCCC(=O)Nc1nnc(COC)s1
u,-4%,-17%,-7,COCCn1nnnc1CN(Cc1cccnc1)Cc1cc2cc(OC)ccc2[nH]c1=O
28,x,-4%,x,CNC(=S)N(Cc1cccs1)Cc1cc2ccc(OC)cc2[nH]c1=O
14,44%[activator],9%,8,CCNC(=S)NNC(=O)c1cc(CC(C)C)nc2ccccc12
u,2%,0%,-12,CCN(CC)S(=O)(=O)c1cccc(C(=O)N2CCCCC2)c1
-25,-5%,1%,5,Cc1nn(CC(=O)Nc2ccccn2)c(=O)c2ccccc12

(list continues)
PNC inhibitor,15-hLO-2 inh,12-hLO inh,IMPase cell inh,compound
u,x,3%,x,C=CCn1c(O)c(N=NC(=S)Nc2ccccc2C)c2cc(S(=O)(=O)N3CCOCC3)ccc21
-106*,u,u,6,Cc1ccc(OCCn2cc(C(=S)N3CCCC3)c3ccccc32)cc1C
-11,0%,-24%,4,O=c1cc(CO)oc(CN2CCC(Cc3ccccc3)CC2)c1O
x,-8%,-7%,3,O=c1ccn([C@@H]2O[C@@H](COP(=O)(O)OP(=O)(O)O)[C@H](O)[C@@H]2O)c(=O)[nH]1
x,-3%,6%,x,Cn1c(=O)[nH]c2nc[nH]c2c1=O
30,-1%,1%,3,CCCn1nc2cc(C(=O)NCc3ccc(OC)cc3)ccc2c1OCC
10,-3%,3%,-3,COC(=O)c1ccccc1NC(=O)Nc1cnccn1
-22,x,-2%,x,Cc1cc(C)c(C(=O)COC(=O)CCNS(=O)(=O)c2c(Cl)cccc2Cl)cc1C
18,2%,4%,0,COC(=O)c1ccc(COC(=O)c2ccc(CS(=O)(=O)c3ccc(C)cc3)cc2)cc1
u,-13%,-12%,0,COc1ccc(C2Nc3ccccc3C(=O)N2c2ccc(C)cc2)cc1Cn1nnc2ccccc21 (stereo not given)
u,x,-17%,x,CCOc1cc(/C=C2\CCCC(C(=O)C(F)(F)F)=C2O)ccc1O
x,-3%,0%,x,COC(=O)c1ccc(C(/C=C/[C@@H](C)C(=O)NCc2ccccc2)NC(=O)OCc2ccccc2)cc1 (stereo not given in full)

Other results.
PNC inhibitor,15-hLO-2 inh,12-hLO inh,IMPase cell inh,compound
-6,13%,1%,3,CCN1CCN(Cc2cccc(Oc3ccccc3)c2)CC1
12,x,-2%,x,COC(=O)[C@H]1[C@H](C(=O)OC)[C@@H](C(=O)OC)N(c2ccc(OC)cc2)[C@@H]1C(=O)OC
25,x,-4%,x,Cc1cc(C(=O)N/N=C/c2cccc([N+](=O)[O-])c2O)n[nH]1
-26,x,-5%,x,Clc1ccc(OCCOCCOc2cccc3cccnc23)c(Br)c1
41,1%,2%,0,CC1CCN(c2c(NCC3CCC(C(=O)N4CCCC(C)C4)CC3)c(=O)c2=O)CC1 (stereo not given)
8,2%,-6%,3,COc1ccccc1CNC(=O)CC(NS(=O)(=O)c1ccc(C)cc1)c1ccco1 (stereo not given)
34,-2%,-8%,17,CC(=O)NC(=O)NC1CSCC1OC(C)=O (stereo not given)
33,-9%,2%,1,CC(C)(C)NC(=O)NC(=O)COc1ccccn1
19,2%,6%,5,COc1ccc(NC(=O)C2CCCN2S(=O)(=O)c2ccc3c(c2)CCC(=O)N3)cc1 (stereo not given)
-12,2%,-3%,2,CCOC(=O)c1cccc(NC(=O)C2CCCN(S(=O)(=O)c3cnc[nH]3)C2)c1 (stereo not given)
5,-9%,0%,0,CCOc1ccc(CC(=O)C2C(=O)CC(C)(C)CC2=O)cc1OCC
-17,-14%,-4%,16,COC(=O)CCC(=O)N1CCc2cc(S(=O)(=O)N3CCc4ccccc43)ccc21

Continued.
PNC inhibitor,15-hLO-2 inh,12-hLO inh,IMPase cell inh,compound
-17,-1%,-11%,u,CCOC(=O)N1CCN(C(=O)c2cc3c(s2)-c2ccccc2OC3)CC1
-15,1%,5%,-6,COc1cc(OC)cc(C(=O)Nc2cccc(NC(C)=O)c2)c1
-4,20%,1%,-3,c1ccc(Nc2nc(-c3ccncc3)cs2)nc1
-15,-3%,-3%,-1,Cc1ccc(S(=O)(=O)C2(C(=O)NCc3ccc4c(c3)OCO4)CC2)cc1
6,-2%,0%,9,CCOC(=O)N/N=C/c1ccc(C)o1
-10,-1%,-2%,18,O=C(NCc1ccco1)c1ccc2c(c1)N(Cc1ccccc1)C(=O)CS2
14,5%[2.29 µM],-4%,4,CC(C)C(=O)Nc1cccc(C(=O)NCc2ccc(S(N)(=O)=O)cc2)c1
30,-4%,-7%,3,O=C1C(C=NCCCN2CCCC2=O)=C(O)c2ccccc21
7,x,-2%,x,Cc1ccc(N2CC(C(=O)Nc3nnc(SCC(=O)Nc4nc(C)cs4)s3)CC2=O)cc1 (stereo not given)
-22,8%,3%,8,CC(C)(C)n1nnnc1C(c1cccc(C#N)c1)N1CCC(Cc2ccccc2)CC1 (stereo not given)
20,0%,-4%,-11,COc1cc2[nH]c(=S)n(CC3CCCO3)c(=O)c2cc1OC (stereo not given)
u,-5%,-6%,8,Cc1ccccc1N(C)C(=O)c1coc(=O)c2ccccc12
u,-16%,-2%,6,O=C(CSc1nnc(-c2ccc(S(=O)(=O)N3CCOCC3)cc2)o1)c1ccccc1F

The list is partial. The share of hits here may be higher or lower than overall.
